BioA inh – BioA (M. tuberculosis) enzyme inhibition; purified M. tuberculosis BioA enzyme, plate reader; inhibition, % at 9.99 µM; actives 0.096% (n = 360,000); AID 602481; in the data active = inhibition above about 40%
Numbers without * were called inactive. Some of the compounds tested. The share of hits here may be higher or lower than overall.

structure	BioA inh
COc1ccc(CN(C)C[C@H]2Oc3ccc(NC(=O)NC4CCCCC4)cc3CC(=O)N([C@H](C)CO)C[C@H]2C)cc1	0.3
O=C(C1CCCC1)N1CCCCN2[C@@H](CO)[C@@H](c3ccc(-c4ccncc4)cc3)[C@@H]2C1	-0.2
C[C@@H]1CCCCO[C@@H](CN(C)C(=O)NC2CCCCC2)[C@@H](C)CN([C@H](C)CO)C(=O)c2cc(NS(=O)(=O)c3ccc(Cl)cc3)ccc2O1	-1.6
C[C@H](CO)N1C[C@H](C)[C@@H](CN(C)Cc2ccccc2)OCc2ccccc2-c2ccccc2C1=O	3.2
CNC[C@H]1Oc2c(NC(=O)Nc3ccc(F)cc3)cccc2C(=O)N([C@H](C)CO)C[C@H]1C	-3.4
C[C@@H]1CCCCO[C@@H](CN(C)C(=O)NC2CCCCC2)[C@@H](C)CN([C@H](C)CO)C(=O)c2cc(NC(=O)CCCN(C)C)ccc2O1	1.5
CO[C@H]1CN(C)C(=O)c2cc(NC(=O)C3CC3)ccc2OC[C@@H](C)N(Cc2ccncc2)C[C@H]1C	3.5
O=C(C[C@@H]1CC[C@H](NC(=O)CN2CCOCC2)[C@H](CO)O1)NC1CCCCC1	0.9
CC(C)NC(=O)N(C)C[C@@H]1Oc2c(NC(=O)Nc3ccc(F)cc3)cccc2C(=O)N([C@@H](C)CO)C[C@@H]1C	-0.8
COc1ccccc1C#Cc1ccc([C@@H]2[C@@H](CO)N3CCCCN(CCC(F)(F)F)C[C@H]23)cc1	-0.5
CN(C[C@H]1N[C@H](CO)[C@H]1c1ccc(C2=CCCCC2)cc1)S(C)(=O)=O	3.0
COc1ccc(S(=O)(=O)N[C@@H]2CC[C@H](CC(=O)O)O[C@H]2CO)cc1	3.2
O=C(C[C@H]1C[C@H]2c3cc(NC(=O)c4ccc5c(c4)OCO5)ccc3O[C@H]2[C@H](CO)O1)NCC(F)(F)F	0.9
O=C(C[C@H]1C=C[C@H](NS(=O)(=O)c2cccc(F)c2)[C@@H](CO)O1)NCc1ccc2c(c1)OCO2	-1.4
C[C@@H]1CN([C@H](C)CO)C(=O)c2cc(-c3cccnc3)cnc2O[C@H]1CN(C)Cc1ccc(-c2ccccc2)cc1	1.6
CN1C(=O)c2cc(NS(C)(=O)=O)ccc2OC[C@@H]2O[C@@H](CC(=O)N3CCOCC3)CC[C@@H]21	-2.8
C[C@@H]1CCCCO[C@H](CN(C)C(=O)Cc2ccccc2)[C@H](C)CN([C@@H](C)CO)C(=O)c2cc(NC(=O)C3CCCCC3)ccc2O1	-2.7
O=C(NCC[C@@H]1CC[C@@H](NS(=O)(=O)c2ccc(Cl)cc2)[C@@H](CO)O1)c1ccc2c(c1)OCO2	0.5
O=C(C[C@@H]1CC[C@H]2[C@@H](COC[C@@H](O)CN2Cc2ccc(C(F)(F)F)cc2)O1)N1CCc2ccccc2C1	1.0
CCC(=O)N(C)C[C@H]1Oc2cc(-c3ccc(OC)cc3)ccc2S(=O)(=O)N([C@@H](C)CO)C[C@H]1C	-0.4
C[C@H](CO)N1C[C@H](C)[C@@H](CN(C)C(=O)Nc2cccc3ccccc23)Oc2ccc(NS(=O)(=O)c3ccccc3)cc2C1=O	-0.6
CC(C)NC(=O)N(C)C[C@@H]1Oc2ccc(NS(=O)(=O)c3ccc(F)cc3)cc2C(=O)N([C@H](C)CO)C[C@@H]1C	-2.7
C[C@H]1CN([C@@H](C)CO)C(=O)c2cc(NC(=O)c3ccncc3)ccc2O[C@@H]1CN(C)CC1CCCCC1	-1.3
C[C@@H](NC(=O)[C@H]1[C@H](CO)[C@H]2Cn3c(ccc(C4=CCCCC4)c3=O)[C@H]2N1C)c1ccccc1	-0.1
C[C@@H]1CN([C@H](C)CO)C(=O)Cc2cc(NC(=O)C3CC3)ccc2O[C@H]1CN(C)C(=O)Nc1ccccc1	-2.5
C[C@@H]1CN([C@H](C)CO)C(=O)c2cc(NC(=O)CCC(F)(F)F)ccc2O[C@@H](C)CCCCO[C@@H]1CN(C)C(=O)Cc1ccccc1	-0.3
CO[C@@H]1CN(C)C(=O)c2ccc(NC(=O)Nc3ccc4c(c3)OCO4)cc2OC[C@H](C)NC[C@H]1C	0.9
COc1ccc(S(=O)(=O)Nc2cccc3c2O[C@@H](CN(C)Cc2ccc(C(=O)Nc4ccccc4N)cc2)[C@@H](C)CN([C@@H](C)CO)C3=O)cc1	0.6
CN1C(=O)c2cc(NC(=O)c3ccccc3Cl)ccc2OC[C@@H]2O[C@@H](CC(=O)NCC(F)(F)F)CC[C@H]21	-3.7
COc1ccc(S(=O)(=O)Nc2ccc3c(c2)C(=O)N([C@@H](C)CO)C[C@@H](C)[C@H](CN(C)C(=O)Nc2cccc4ccccc24)OCCCC[C@H](C)O3)cc1	-2.4

Random excerpt: 5 entries already listed
structure	BioA inh
C[C@H](CO)N1C[C@H](C)[C@@H](CN(C)C(=O)Nc2cccc3ccccc23)Oc2ccc(NS(=O)(=O)c3ccccc3)cc2C1=O	-0.6
CN1C(=O)c2cc(NC(=O)c3ccccc3Cl)ccc2OC[C@@H]2O[C@@H](CC(=O)NCC(F)(F)F)CC[C@H]21	-3.7
CN(C[C@H]1N[C@H](CO)[C@H]1c1ccc(C2=CCCCC2)cc1)S(C)(=O)=O	3.0
C[C@@H](NC(=O)[C@H]1[C@H](CO)[C@H]2Cn3c(ccc(C4=CCCCC4)c3=O)[C@H]2N1C)c1ccccc1	-0.1
CCC(=O)N(C)C[C@H]1Oc2cc(-c3ccc(OC)cc3)ccc2S(=O)(=O)N([C@@H](C)CO)C[C@H]1C	-0.4

(more compounds)
structure	BioA inh
CC(=O)NC[C@@H]1[C@@H](c2ccccc2)[C@H](CO)N1C(=O)Cc1ccncc1	-1.6
C[C@@H]1CN([C@@H](C)CO)C(=O)c2cc(NC(=O)c3ccncc3)ccc2O[C@@H](C)CCCCO[C@@H]1CN(C)C(=O)c1ccccc1	1.5
CN1[C@@H]2Cn3c(ccc(C4=CCCC4)c3=O)[C@H]1[C@@H](C(=O)N1CCOCC1)[C@@H]2CO	-2.0
C[C@@H]1CN([C@H](C)CO)C(=O)Cc2cc(NC(=O)C3CCCCC3)ccc2O[C@@H]1CN(C)S(=O)(=O)c1ccc(F)cc1	-0.3
COCC#Cc1ccc2c(c1)O[C@@H](CN(C)C(=O)COC)[C@@H](C)CN([C@@H](C)CO)S2(=O)=O	2.4
COc1ccccc1S(=O)(=O)N(C)C[C@H]1Oc2cc(Br)ccc2S(=O)(=O)N([C@H](C)CO)C[C@H]1C	-1.2
COc1ccccc1C#Cc1cnc2c(c1)C(=O)N([C@H](C)CO)C[C@H](C)[C@@H](CN(C)C(=O)c1ccc3c(c1)OCO3)O2	1.6
O=C(C1CCOCC1)N1CC[C@H]2[C@H](CO)Nc3ccc(-c4cccc(F)c4)cc3[C@H]21	3.3
C[C@H](CO)N1C[C@H](C)[C@@H](CN(C)S(=O)(=O)c2ccsc2)OCc2ccccc2-c2ccccc2C1=O	-0.7
CCC(=O)N(C)C[C@@H]1Oc2cc(-c3cccc(OC)c3)ccc2S(=O)(=O)N([C@@H](C)CO)C[C@H]1C	-0.8
C[C@@H]1CN([C@H](C)CO)C(=O)c2cc(NS(=O)(=O)c3ccc(F)cc3)ccc2O[C@@H](C)CCCCO[C@H]1CN(C)Cc1ccncc1	-0.1
CO[C@@H]1CN(C)C(=O)c2ccc(NC(=O)C3CCOCC3)cc2OC[C@H](C)N(CC2CC2)C[C@H]1C	-2.0
CC(C)NC(=O)N(C)C[C@@H]1Oc2cc(C#Cc3cccc(F)c3)ccc2S(=O)(=O)N([C@@H](C)CO)C[C@@H]1C	0.2
C[C@@H]1CCCCO[C@H](CN(C)C(=O)Nc2ccc(C(F)(F)F)cc2)[C@H](C)CN([C@@H](C)CO)C(=O)c2cc(N(C)C)ccc2O1	-3.2
O=C(C1CCCCC1)N1C[C@@H]2[C@H](c3ccccc31)[C@@H](CO)N2C(=O)c1ccccc1F	-1.8
C[C@@H]1CN([C@@H](C)CO)C(=O)c2cccc(NC(=O)CCCCCC(=O)Nc3ccccc3N)c2O[C@@H]1CN(C)Cc1ccc(Cl)c(Cl)c1	-1.2
C/C=C/c1cnc2c(c1)C(=O)N([C@H](C)CO)C[C@@H](C)[C@@H](CN(C)C(=O)Nc1ccc(F)cc1)O2	-2.6
CC(C)(C)[S@](=O)N1Cc2cc(C(=O)N3CCc4ccccc4C3)nc(-c3cccc(-c4cccnc4)c3)c2[C@@H]1CCO	6.2
CO[C@H]1CN(C)C(=O)c2ccc(NS(=O)(=O)c3c(C)noc3C)cc2OC[C@@H](C)NC[C@H]1C	-0.1
C[C@H](CO)N1C[C@H](C)[C@@H](CN(C)C(=O)c2ccccn2)Oc2ncc(C#Cc3ccccn3)cc2C1=O	-2.2
COc1ccc(NC(=O)Nc2ccc3c(c2)C(=O)N([C@@H](C)CO)C[C@@H](C)[C@@H](CN(C)C(=O)Nc2ccc4c(c2)OCO4)OCCCC[C@@H](C)O3)cc1	-0.2
C[C@H](CO)N1C[C@H](C)[C@@H](CN(C)C(=O)[C@H](C)c2ccccc2)OCc2ccccc2-c2ccccc2C1=O	-4.0
Cc1noc(C)c1S(=O)(=O)Nc1ccc2c(c1)C(=O)N([C@H](C)CO)C[C@H](C)[C@H](CN(C)C)O2	-2.5
O=C(NCC[C@H]1CC[C@H](NC(=O)Nc2cc(F)ccc2F)[C@@H](CO)O1)Nc1ccc(F)cc1	-1.5
COc1ccccc1S(=O)(=O)N(C)C[C@@H]1OCc2ccccc2-c2ccccc2C(=O)N([C@H](C)CO)C[C@H]1C	0.2
CCCN(C)C[C@@H]1Oc2ncc(-c3cccc(C#N)c3)cc2C(=O)N([C@H](C)CO)C[C@@H]1C	-0.3
CN1C(=O)c2cc(NC(=O)c3ccc(F)cc3)ccc2OC[C@H]2O[C@@H](CC(=O)NCC3CCCCC3)CC[C@@H]21	-1.9
CCCNC(=O)C[C@H]1CC[C@@H]2[C@H](COC[C@@H](O)CN2Cc2ccccc2F)O1	0.7
C[C@H]1CN([C@@H](C)CO)S(=O)(=O)c2ccc(C#Cc3cccnc3)cc2O[C@@H]1CN(C)C	15
CCN1[C@@H]2Cn3c(ccc(-c4ccccc4OC)c3=O)[C@H]1[C@@H](C(=O)NCc1ccccn1)[C@@H]2CO	-2.1

Molecules listed so far with two or more sulfur atoms, in the order listed:
structure	BioA inh
COc1ccccc1S(=O)(=O)N(C)C[C@H]1Oc2cc(Br)ccc2S(=O)(=O)N([C@H](C)CO)C[C@H]1C	-1.2
C[C@H](CO)N1C[C@H](C)[C@@H](CN(C)S(=O)(=O)c2ccsc2)OCc2ccccc2-c2ccccc2C1=O	-0.7

Later entries
structure	BioA inh
CC(C)NC(=O)N(C)C[C@@H]1Oc2ccc(NS(C)(=O)=O)cc2C(=O)N([C@@H](C)CO)C[C@@H]1C	-0.1
Cc1noc(C)c1S(=O)(=O)Nc1ccc2c(c1)C(=O)N([C@@H](C)CO)C[C@H](C)[C@@H](CN(C)C(=O)c1ccccc1)OCCCC[C@H](C)O2	0.1
N#Cc1cccc(-c2ccc([C@@H]3[C@@H](CO)N4CCCCN(C(=O)Nc5cccc(F)c5)C[C@H]34)cc2)c1	-0.1
C[C@H](CO)N1C[C@H](C)[C@@H](CN(C)S(C)(=O)=O)OCCCC[C@H](C)Oc2ccc(NC(=O)C3CCCCC3)cc2C1=O	-0.7
CN(C)C(=O)[C@@H]1[C@@H](CO)[C@@H]2Cn3c(ccc(C4=CCCC4)c3=O)[C@H]1N2CC1CCOCC1	-1.1
C[C@H](CO)N1C[C@H](C)[C@@H](CN(C)C)Oc2ncc(C#Cc3ccccc3F)cc2C1=O	1.0
C[C@@H]1CN([C@@H](C)CO)C(=O)c2cccc(NC(=O)Nc3ccc4c(c3)OCO4)c2O[C@@H]1CN(C)Cc1ccc(C(F)(F)F)cc1	2.5
COCC(=O)Nc1ccc2c(c1)C(=O)N(C)[C@H]1CC[C@@H](CC(=O)NCC(F)(F)F)O[C@H]1CO2	-2.9
C[C@H](CO)N1C[C@H](C)[C@@H](CN(C)Cc2ccc(-c3ccccc3)cc2)Oc2ccc(NC(=O)Nc3ccc4c(c3)OCO4)cc2CC1=O	0.8
CCCN1C[C@@H](C)[C@@H](OC)CN(C)C(=O)c2ccc(NC(=O)c3cccc(OC)c3)cc2OC[C@@H]1C	-2.9
C[C@@H]1CN([C@@H](C)CO)C(=O)Cc2cc(NC(=O)NC3CCCCC3)ccc2O[C@@H]1CN(C)S(=O)(=O)c1cccs1	0.7
Cc1noc(C)c1NC(=O)N(C)C[C@@H]1OCc2ccccc2-c2c(n(C)c3ccccc23)C(=O)N([C@@H](C)CO)C[C@@H]1C	1.3
C[C@@H]1CN([C@@H](C)CO)S(=O)(=O)c2ccc(-c3ccccc3F)cc2O[C@H]1CN(C)Cc1cccnc1	1.7
C[C@@H]1CN([C@H](C)CO)C(=O)c2c(c3ccccc3n2C)-c2ccccc2CO[C@@H]1CN(C)C(=O)[C@H]1CCCN1C	-0.8
COc1ccc(S(=O)(=O)N(C)C[C@@H]2OCc3cn(nn3)CCCC(=O)N([C@@H](C)CO)C[C@@H]2C)cc1	1.5
C[C@@H]1CCCCO[C@H](CN(C)Cc2ccc(Cl)c(Cl)c2)[C@H](C)CN([C@@H](C)CO)C(=O)c2cc(NC(=O)Cc3ccccc3)ccc2O1	-1.2
Cc1cccc(-c2ccc([C@@H]3[C@H](CO)N4CCCCN(C(=O)c5ccc6c(c5)OCO6)C[C@@H]34)cc2)c1	-2.2
C[C@H](CO)N1C[C@H](C)[C@@H](CN(C)C)Oc2cc(C#C[C@@H](C)O)ccc2S1(=O)=O	-1.3
C[C@@H]1CN([C@@H](C)CO)S(=O)(=O)c2ccc(-c3ccncc3)cc2O[C@@H]1CN(C)C(=O)C1CCCCC1	-0.6

Bioassay records from PubChem.
